hcDAF-12 act – H. contortus DAF-12 nuclear receptor activators, primary screen, cell-based, luminescence, HEK293, lit1-tk-luc reporter | HEK293 hcDAF-12 lit1-tk-luc reporter; 0% DMSO, 100% Δ7-dafachronic acid | activation, % at 6.8 µM | 370,000 compounds, 1.4% hits;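 active = activation above the mean of all tested compounds plus 3 SD, cut at about 5.5% in these data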;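 note: 100% = response to 3 µM Δ7-dafachronic acid high control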
PLC-beta3 inh – human PLC-beta3 inhibitors, primary screen, biochemical, fluorescence; 1-phosphatidylinositol 4,5-bisphosphate phosphodiesterase beta-3 (Homo sapiens), Q01970; Purified PLC-beta3, fluorogenic substrate; inhibition, % at 12.2 µM; 370,000 compounds, 0.18% hits; AID 720704, 2013; in the data active = inhibition above about 11%;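 note: 0% = median of compound wells on plate and 100% = full blocker control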
ssDAF-12 act – S. stercoralis DAF-12 nuclear receptor activators, primary screen, cell-based, luminescence, HEK293, GRIP1 co-expression, lit1-tk-luc. Nuclear hormone receptor DAF-12 (Strongyloides stercoralis). HEK293 ssDAF-12/GRIP1 lit1-tk-luc reporter; % of 3 µM dafachronic acid response. activation, % at 6.8 µM. 370,000 compounds, 1% hits. AID 652126, 2013;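 active = activation above the mean over all tested compounds plus 3 SD, cut at about 0.9% in these data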;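 note: 0% = DMSO-only wells and 100% = 3 µM delta7-dafachronic acid wells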
Rev-erbA mod – modulators of Rev-erb alpha DNA binding, primary screen, biochemical, FITC-DNA, fluorescence polarization, uHTS | AID 1259318, 2017 | 370,000 compounds, 0.79% hits | Rev-erbα–FITC-DNA binding, 90 min | activity, % at 10 µM | Nuclear receptor subfamily 1 group D member 1 (Homo sapiens), P20393;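 active = activity above about 14%, limit read from the data; passing the limit was not always enough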;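 note: 0% = DMSO wells with 35 nM protein and 100% = DMSO wells with 750 nM protein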
ADAM17 inh – ADAM17 inhibitors, primary screen, biochemical, QFRET; 370,000 compounds, 0.83% hits; recombinant ADAM17, EDANS/DABCYL FRET peptide cleavage; inhibition, % at 6.95 µM;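 active = inhibition above the mean of compounds lying between control limits plus 3 SD, set per campaign, cut at about 8.5% in these data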;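 note: 0% = DMSO-only wells as the low control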
SMARCA2 act – SMARCA2 (BRM) function activators, primary screen, cell-based, luminescence, high throughput. MG213 cells, MMTV-luciferase reporter, dexamethasone, overnight. activation, % at 9.1 µM. 370,000 compounds, 1% hits. AID 652017, 2013; in the data active = activation above about 7.8%;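 note: 0% = vehicle wells and 100% = reference activator wells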
DAX1 inh-1 – DAX1 (NR0B1) inhibitors, primary screen, cell-based, HEK293, Gal4-DAX1, luciferase luminescence. 340,000 compounds, 0.99% hits. AID 504766, 2011. Nuclear receptor subfamily 0 group B member 1 (Homo sapiens), P51843. inhibition, % at 6.75 µM. HEK293 Gal4-DAX1 luciferase reporter;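 active = inhibition above the mean over all tested compounds plus 3 SD, cut at about 4.2% in these data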;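 note: 0% = DAX1-transfected cells with DMSO and 100% = empty-vector control cells with DMSO; inhibition shows as a rise in luminescence from relieved DAX1 repression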
DAX1 inh-2 – DAX1 (NR0B1) inhibitors on StAR promoter, primary screen, cell-based, luminescence, SF-1 (NR5A1), full-length DAX-1 | HEK293T StAR-luciferase reporter, SF-1/DAX-1 repression relief | 370,000 compounds, 1.1% hits | AID 652010, 2013 | inhibition, % at 6.8 µM;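 active = inhibition above the mean over all tested compounds plus 3 SD, cut at about 3.6% in these data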;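 note: 0% = DAX-1 cells with DMSO and 100% = cells lacking DAX-1 with DMSO; higher inhibition means more luminescence from relief of DAX-1 repression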
hgDAF-12 ag – H. glycines DAF-12 receptor agonists, primary screen, cell-based, luminescence, HEK293, GAL4 fusion, UAS-luciferase | 370,000 compounds, 1.8% hits | Nuclear hormone receptor DAF-12 (Heterodera glycines), GAL4 fusion | HEK293 GAL4-hgDAF12 UAS-luciferase reporter, agonist luminescence; normalized to butyrate control | activation, % at 6.8 µM;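 active = activation above a cutoff set at the mean of all screened compounds plus 3 SD, cut at about 10% in these data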;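 note: 0% = DMSO wells and 100% = sodium butyrate wells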
PLC-gamma1 inh – PLC-gamma1 enzyme inhibitors, primary screen, biochemical, fluorescence, purified enzyme; fluorogenic substrate; inhibition, % at 12.2 µM; 370,000 compounds, 0.84% hits; in the data active = inhibition above about 9.5%
Target sequence (P19174 whole entry, looked up): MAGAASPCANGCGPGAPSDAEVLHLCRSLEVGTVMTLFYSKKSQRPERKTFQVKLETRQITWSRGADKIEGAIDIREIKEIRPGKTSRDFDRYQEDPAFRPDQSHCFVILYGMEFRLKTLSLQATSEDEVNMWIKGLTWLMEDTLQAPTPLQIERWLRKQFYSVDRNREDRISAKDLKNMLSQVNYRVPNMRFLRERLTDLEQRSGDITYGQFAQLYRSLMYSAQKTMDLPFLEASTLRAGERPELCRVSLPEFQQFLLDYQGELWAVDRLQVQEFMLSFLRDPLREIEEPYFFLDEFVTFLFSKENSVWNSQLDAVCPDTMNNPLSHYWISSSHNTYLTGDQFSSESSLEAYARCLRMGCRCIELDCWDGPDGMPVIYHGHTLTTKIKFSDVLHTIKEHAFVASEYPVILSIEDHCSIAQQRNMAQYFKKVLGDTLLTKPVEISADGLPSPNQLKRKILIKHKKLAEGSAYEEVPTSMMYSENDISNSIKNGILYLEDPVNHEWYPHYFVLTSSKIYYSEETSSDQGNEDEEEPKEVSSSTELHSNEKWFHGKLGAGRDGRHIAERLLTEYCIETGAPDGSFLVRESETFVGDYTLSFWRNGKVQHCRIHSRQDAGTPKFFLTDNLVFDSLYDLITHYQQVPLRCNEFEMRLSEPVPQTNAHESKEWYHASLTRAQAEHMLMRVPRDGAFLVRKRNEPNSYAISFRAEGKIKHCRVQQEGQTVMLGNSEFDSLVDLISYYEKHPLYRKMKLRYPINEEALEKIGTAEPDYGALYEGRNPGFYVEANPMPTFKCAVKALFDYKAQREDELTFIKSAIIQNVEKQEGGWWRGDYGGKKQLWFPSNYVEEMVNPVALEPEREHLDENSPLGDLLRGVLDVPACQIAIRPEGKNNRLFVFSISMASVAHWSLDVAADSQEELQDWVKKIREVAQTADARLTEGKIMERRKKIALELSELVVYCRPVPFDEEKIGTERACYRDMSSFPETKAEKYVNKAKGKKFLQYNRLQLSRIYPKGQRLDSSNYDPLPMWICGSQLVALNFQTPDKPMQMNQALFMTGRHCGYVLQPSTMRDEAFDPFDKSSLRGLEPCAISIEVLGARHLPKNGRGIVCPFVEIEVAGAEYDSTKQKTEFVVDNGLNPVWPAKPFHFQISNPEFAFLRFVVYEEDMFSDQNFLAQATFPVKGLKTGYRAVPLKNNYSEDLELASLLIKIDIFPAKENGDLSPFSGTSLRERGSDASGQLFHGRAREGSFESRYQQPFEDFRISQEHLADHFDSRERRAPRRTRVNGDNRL
MBD2 inh – inhibitors of MBD2 binding to methylated DNA, primary screen, biochemical, TR-FRET, DNA-binding domain, human | Methyl-CpG-binding domain protein 2 (Homo sapiens), Q9UBB5 | MBD2 binding to methylated oligonucleotide | inhibition, % at 4.4 µM | 370,000 compounds, 0.31% hits | AID 686964, 2013; in the data active = inhibition above about 13%
An asterisk follows results filed as active; i = inactive; · = no result given.

smiles,hcDAF-12 act,PLC-beta3 inh,DAX1 inh-1,Rev-erbA mod,DAX1 inh-2,SMARCA2 act,ADAM17 inh,PLC-gamma1 inh,MBD2 inh,ssDAF-12 act,hgDAF-12 ag
Cc1cc(Oc2nnnn2-c2ccccc2)ccc1Cl,0.9,1,-0.1,0,0.2,5,2,-1,-6,-1.5,1.1
CSc1ncc(CN2CCN(C3CCN(C(C)C)CC3)C(CCO)C2)cn1 (stereo unspecified),4.8,-2,-1.1,0,-0.6,-3,-2,2,-1,-1.2,0.7
Cn1c(=O)c2c(nc(SCC(=O)N3CCc4ccccc4C3)n2C)n(C)c1=O,-1.7,3,-0.6,5,0.3,2,-4,2,1,-0.9,1.1
C/C(=N\NC(=O)CC#N)c1cc2ccc(O)cc2oc1=O,1.4,i,-0.4,-4,0.1,-2,i,i,-12,-1.2,0.9
CCOc1ccc(Cc2onc3c2C(=O)CCC3)cc1OCC,-1.1,-6,-1.2,1,-0.6,-3,4,2,-6,-1.9,0.5
CC1(C)CC(=O)N(CC(=O)N2CCN(c3cccc(C(F)(F)F)c3)CC2)c2ccccc2S1(=O)=O,-1.6,-1,·,11,-1.0,-7,-3,4,1,-1.7,-1.8
CC(CCc1ccccc1)NC(=O)c1ccc(F)cc1 (stereo unspecified),0.1,-7,0.1,1,0.3,-3,-2,2,4,-1.3,0.5
O=C(NNC(=O)C1CCN(S(=O)(=O)c2cccc(Cl)c2)CC1)C1CC1,-0.8,-6,0.8,3,0.4,3,-2,-1,5,-0.9,-1.0
Cc1ccc(S(=O)(=O)Nc2ccc(O)c3cccnc23)cc1,-1.2,-10,-0.8,3,-0.8,-6,3,0,3,-0.7,-5.0
Cc1cccc(NC(=O)Nc2ccc(C)cc2Br)c1,2.3,2,0.1,-2,0.0,8,0,2,5,-1.0,6.7
Nc1nc(SCc2ccccc2Cl)n[nH]1,0.8,3,-0.4,3,0.8,-1,3,4,1,-0.9,-0.4
CCCn1c(N)cc(=O)n(C)c1=O,-0.1,-4,0.5,2,-0.1,-3,-2,1,4,-1.2,1.3
COCCN(C(=O)c1ccco1)C(C(=O)NC1CCCC1)c1cccs1 (stereo unspecified),-0.8,1,0.0,-3,0.1,-1,-3,1,0,-0.7,-1.1
COC(=O)C1(C(=O)OC)c2ccccc2N(S(=O)(=O)c2ccc(C)cc2)C1CC(=O)c1ccccc1 (stereo unspecified),0.7,2,·,-6,0.4,-3,7,2,-2,-1.1,2.4
CCS(=O)(=O)N1CCN(c2cccc(C)c2C)CC1,-0.3,1,0.3,-3,-0.2,-1,0,0,2,-1.2,-1.1
O=C(NCCc1ccccc1)OCc1cn(Cc2cccc(C(F)(F)F)c2)nn1,-2.1,0,·,1,0.7,-3,-1,-2,0,-1.4,-5.0
CC1(c2ccc3ccccc3c2)NC(=O)N(CC(N)=O)C1=O (stereo unspecified),0.2,-2,-0.6,8,-0.4,-2,1,-3,1,0.0,0.7
COc1ccc(NCc2nnc(-c3ccccc3)o2)cc1,2.8,-7,0.1,1,0.2,2,-3,-1,0,-0.3,3.6
CCn1ncc(/C=N/NC(=O)c2ccc3c(c2)OCO3)c1C,-0.2,3,0.5,3,-1.4,4,0,4,-2,-0.8,12*
CCN(CC)c1ccc(C=NNc2ccc([N+](=O)[O-])cn2)cc1,2.2,-5,2.3,6,1.3,-1,-1,-6,3,-0.9,2.9
CC1=NN(c2ccc(Cl)cc2)C(=O)C1,1.4,8,0.3,4,-0.5,-3,3,13*,3,-1.0,-1.6
COc1cscc1C(=O)O,1.8,2,-1.3,1,-0.3,-6,-2,-1,-4,-1.4,-0.2
Cn1c(CNc2ccc(O)cc2)nc2ccccc21,-0.3,-69,0.6,2,-0.2,0,-14,-48,-6,0.0,-1.2
C=CCn1c(SCC(=O)Nc2ccc(C(=O)O)cc2)nc2sc(C)c(C)c2c1=O,-0.6,-6,0.7,-2,1.1,-3,1,0,2,-0.9,3.1
CCn1c(SCC(=O)NCCc2ccccc2)nnc1C(C)C,0.9,4,0.2,-2,0.2,-4,-5,2,6,-1.6,-0.2
CC(NC(=O)c1ccco1)C(=O)N1CCN(c2ccccc2)CC1 (stereo unspecified),0.2,3,1.5,2,0.0,-4,9.2*,4,2,-0.5,-0.3
CCSc1nc2n(n1)C(c1cccc(F)c1)C1=C(CCCC1=O)N2 (stereo unspecified),1.8,-74,0.6,-4,-0.2,-4,-13,-56,2,-0.4,-1.1
CSc1ccccc1OCc1cc(C(=O)N2CCSCC2)no1,5.1,0,2.3,2,5.3*,13*,1,1,-1,-0.6,12*
COc1cc(OC)cc(C(=O)N[C@H](C(=O)OCC(=O)Nc2sccc2C#N)C(C)C)c1,-1.2,-5,-0.2,-5,-0.8,-2,-1,-4,3,0.1,3.1
CCN1C[C@@H]2[C@@H]3C(=O)N(C)C(=O)[C@@H]3[C@](Cc3ccccc3)(C1=O)N2C(=O)c1ccc(Cl)c(Cl)c1,-0.5,-19,1.6,-6,-0.3,1,-4,-1,3,-1.2,2.3
CC(C)Oc1ccc(S(=O)(=O)N2CCOCC2)cc1NC(=O)CSC(=S)N1CCCC1,-2.8,-1,0.2,-5,-0.8,-5,3,1,2,-1.3,2.9
CC(C)c1cc(NCCOCCO)n2c(nc3ccccc32)c1C#N,-0.7,i,-1.1,0,-1.3,-1,i,i,-5,-1.1,-1.0
COC(=O)/C(=C1/Oc2ccc(C)cc2S1)C(F)(F)F,2.3,-1,-0.9,-4,1.0,-1,-4,0,4,-0.9,2.5
CC(=O)c1cccc(NCC(=O)N2CCN(S(=O)(=O)c3ccccc3)CC2)c1,-0.8,-14,0.1,-7,-0.1,-2,-5,-1,-2,-1.7,-3.8
COc1ccc(NS(=O)(=O)c2ccc(C)c(C(=O)NCC(c3ccco3)N(C)C)c2)cc1 (stereo unspecified),-0.3,-11,0.5,-4,1.5,-1,-3,-10,5,-1.1,-1.5
CN1CCN(c2oc(Cc3cccc4ccccc34)nc2C#N)CC1,-1.1,1,2.6,0,-0.1,-6,-8,2,5,-1.2,-3.9
O=c1c2cccnc2[nH]c(=S)n1CCCN1CCN(c2ccc(F)cc2)CC1,-0.7,0,-0.2,-6,-0.1,-1,-2,3,-1,-0.1,0.8
CCC1CCCCN1CCCNC(=O)c1ccc(CS(=O)(=O)Cc2ccc(Cl)cc2)o1 (stereo unspecified),3.2,-3,0.6,1,0.0,2,-3,0,3,-0.3,-1.3
CCN(CC(=O)NC(C)(C)C)C(=O)C(c1ccccc1)c1ccccc1,0.7,5,0.1,6,0.0,-3,2,2,-4,-1.7,0.0
Cc1ccc(C)c(OCc2cc(C(=O)N3CCC(N4CCCC(O)C4)CC3)no2)c1 (stereo unspecified),1.7,-6,0.0,-2,-0.2,-1,-5,-1,2,-1.2,-1.0
CC(C)C(CCNC(=O)CN1C(=O)c2ccccc2C1=O)c1ccco1 (stereo unspecified),0.5,-2,1.5,-4,1.1,5,2,2,1,-1.6,1.5
O=C(Cc1ccc(F)cc1)c1ccc(O)cc1O,0.0,-19,3.1,-1,1.0,1,-1,-13,5,-1.0,6.4
CN(C)C(/C=C/Nc1ccc(O)cc1)=C(C#N)C#N,-0.8,2,-0.2,3,-0.2,-1,0,2,4,-1.4,-0.4
O=C(CCN1C(=O)C2C3CCC(C3)C2C1=O)Nc1cccc(Cl)c1 (stereo unspecified),-0.6,-8,-0.1,4,0.3,-2,-3,1,2,-0.7,-0.7
CCOCc1cnc(C)nc1NCC(=O)c1c(C)n(C)c2ccc(OC)cc12,-0.1,-2,-0.6,2,-0.2,0,1,0,11,-1.1,0.7
CCn1c2ccc(/C(C)=N\O)cc2c2cc(/C(C)=N\O)ccc21,-1.8,-20,1.4,9,-0.8,-1,-10,-15,3,-0.8,-0.6
COc1cccc(CNC(=O)c2nnn(CC(=O)Nc3ccc(C)c(C)c3)c2N)c1,-2.6,-3,-1.6,15,-0.8,-2,-3,4,5,-2.4,-0.2
O=C(NCc1ccc(Cl)cc1)C1CCN(S(=O)(=O)c2ccc(F)cc2)CC1,-1.1,5,0.0,4,0.3,0,4,2,3,-0.7,2.3
N#Cc1ccccc1NC(=O)Nc1cccs1,0.2,-5,0.2,-2,1.2,2,-7,-4,-1,-1.1,-0.2
CN(Cc1ccccc1)C1(CNC(=O)CCC(F)(F)F)Cc2ccccc2C1,-1.5,2,-0.4,2,0.2,1,0,-1,-9,-0.8,3.0
O=C(COC(=O)/C=C/c1cccc(Br)c1)NC1CCCCCC1,-1.0,-6,0.3,-1,1.4,-1,-2,2,0,-1.2,-0.4
O=C(c1cc(COc2ccc(F)cc2Cl)on1)N1CCCCCC1,4.5,-2,1.6,6,3.0,4,-2,-1,5,0.7,9.2
CCCCCc1cc(=O)oc2c(C(CCN3CCCC(C)C3)c3ccc4c(c3)OCO4)c(OC)cc(OC)c12 (stereo unspecified),4.2,-14,-1.1,0,0.8,1,-5,-9,2,-0.8,0.7
CCOC(=O)[C@@H]1[C@H]2COc3cc(OC)ccc3[C@@H]2N2C(=O)N(c3ccc(F)cc3)C(=O)[C@@]12C,1.6,2,0.2,-3,0.5,-1,-3,-1,6,-1.1,1.1
Cc1ccc(-c2csc3nc(C)n(-n4c(C)ccc4C)c(=O)c23)o1,-1.9,-9,-0.7,-2,-0.3,-2,1,-9,-6,-1.4,0.8
Cc1cccc(NC(=S)N2CCN(c3ccccc3F)CC2)c1C,0.8,-4,1.6,6,-0.4,-3,-1,4,-1,-1.5,-1.4
O=C(N[C@H](C(=O)N1CCC[C@H]1C(=O)NCc1ccccc1)C1CCCCC1)c1ccc(Cl)cc1Cl,-0.7,4,·,1,-0.9,-2,0,3,-3,-1.4,-1.5

Source: PubChem BioAssay
